# Source: PubChem BioAssay
# FLuc modulator: counter-screen for miR-21 project: firefly luciferase inhibitors or activators | purified FLuc, Km substrates, luminescence inhibition | Potency, µM (top dose mostly 57.5 µM), for inactives: at the highest dose activity change, negative = inhibition, actives largely listed as inhibitors | 360,000 tested, 6.9% active | AID 588342;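 note: potency is the fitted concentration of half-maximal effect; plate controls were vehicle for no effect and reference inhibitor for full effect; nearly all actives have a fitted effect of over 55% in size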
#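 Purified P. pyralis luciferase (10nM final) with 10uM D-luciferin and 10uM ATP (Km levels) in 50mM Tris acetate pH 7.5, 10mM Mg acetate, 0.01% Tween-20, 0.05% BSA; qHTS 6-point titration, ~60 µM downward; luminescence read.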
# ELG1 genotoxic: genotoxicity induction in ELG1-luciferase HEK293T cells; 330,000 tested, 1.3% active; Potency, µM (doses to about 46 µM), inactives show at the top dose activity change, positive = activation, most hits filed as activators; HEK293T ELG1-luciferase reporter, luminescence, 16 h; note: potency is the fitted concentration of half-maximal effect; % of control where 0% means no effect; nearly all actives have a fitted effect of over 60% in size
#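 Screening used a luciferase reporter fused to human ELG1 in HEK293T cells. Luminescence was read on a CCD plate imager after 16 hr exposure and 30 min ONE-Glo incubation.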
# p53 reactivator: restores transcriptional activity of mutant p53 | H1299 p53-A138V BP100-luciferase reporter, luminescence, 24 h | Potency, µM (series often up to 92.2 µM), for the others: at the highest dose activity change, positive = activation, usual class: activators | 320,000 tested, 0.063% active; note: potency is the fitted concentration of half-maximal effect; % of control where 0% means no effect; nearly all actives have a fitted effect of over 45% in size
#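 p53-null H1299 cells stably carrying temperature-sensitive p53-A138V and a BP100-luciferase reporter were pinned with compounds (4-point, 1:5 series) and held 24 hrs at 37 deg C. Luminescence was read 10 min after detection reagent.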
# ELG1 repair inh: blocks ELG1-dependent DNA repair in HEK293T cells | Potency, µM (highest dose often 46.1 µM), inactives show top-dose activity change, negative = inhibition, actives largely listed as inhibitors | AID 504467 | 330,000 tested, 2.3% active | HEK293T ELG1-luciferase reporter, luminescence, 16 h; DNA damage induced by 5-fluorouridine; note: potency is the fitted concentration of half-maximal effect; % is set by controls: 0 for no effect and ±100 for the full control effect; nearly all actives have a fitted effect of over 55% in size
#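 Step one: seed 2,000 cells per well. Step two: pin-transfer compound or DMSO alongside 5-fluorouridine. Step three: incubate 16 hr, 37 °C, 5% CO2. Step four: add ONE-Glo, wait 30 min, read luminescence.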
# TRPV1 ag: activates the human vanilloid receptor TRPV1. activation, % at 8.33 µM. 320,000 tested, 0.19% active. Q8NER1. AID 540275. TRPV1-expressing cells, Fluo-8 calcium influx, agonist mode; in the data active = activation above about 80%; inconclusive = between about 30% and that limit; note: 0% is about no effect
#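 Fluo-8 calcium influx in TRPV1-expressing cells, kinetic read (ex 480/em 520 nm). Compound added and read 3 min for agonist activity, followed by capsaicin at EC20 final and 2 min further read for enhancement.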
# BRCA1 expr act: BRCA1 expression activation. MCF7-BRCA1-FFLuc reporter, luminescence, 48 h; response scale: scaled: vehicle 0%, 10 µM genistein 100%. Potency, µM (top dose mostly 46.1 µM), for inactives: top-dose activation, usual class: activators. AID 624202. 380,000 tested, 1.1% active; note: potency is the fitted concentration of half-maximal effect; nearly all actives have a fitted effect of over 80% in size; some results filed as inactive show a strong effect at the top dose
#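 Reporter cells (MCF7, BRCA1 promoter-firefly luciferase) received library compounds across a concentration series for 48 h. End-point luminescence was measured and concentration-effect curves derived after normalization.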
# RORg inh: inhibitors of mouse ROR gamma transcriptional activity. Drosophila S2 Gal4-RORgamma UAS-luciferase reporter, 20 h. Potency, µM (highest dose often 53.6 µM), without a hit: at the top dose activity change, negative = inhibition, usual class: inhibitors. 310,000 tested, 5.4% active. AID 2551; note: potency is the fitted concentration of half-maximal effect; % is set by controls: 0 for no effect and ±100 for the full control effect; nearly all actives have a fitted effect of over 60% in size
# Target sequence (P51450 whole entry, looked up, the tested form may be a part): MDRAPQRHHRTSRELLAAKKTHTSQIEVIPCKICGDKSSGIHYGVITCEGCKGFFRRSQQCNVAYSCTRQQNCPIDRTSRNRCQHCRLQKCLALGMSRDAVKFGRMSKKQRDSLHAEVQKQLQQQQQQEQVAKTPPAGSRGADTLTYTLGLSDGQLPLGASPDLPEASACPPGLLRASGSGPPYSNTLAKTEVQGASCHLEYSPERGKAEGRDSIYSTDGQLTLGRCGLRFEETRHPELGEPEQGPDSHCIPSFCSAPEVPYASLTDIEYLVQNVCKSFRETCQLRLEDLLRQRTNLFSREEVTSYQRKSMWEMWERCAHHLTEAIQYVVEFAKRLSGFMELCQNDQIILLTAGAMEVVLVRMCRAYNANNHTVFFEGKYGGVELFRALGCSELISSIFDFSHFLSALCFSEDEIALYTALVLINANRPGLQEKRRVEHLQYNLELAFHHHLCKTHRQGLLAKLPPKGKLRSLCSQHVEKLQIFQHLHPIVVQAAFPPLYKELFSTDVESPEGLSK
#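 Luminescence from a UAS-regulated Photinus luciferase reporter in stably transfected Drosophila Schneider cells is measured; decreased signal marks ROR gamma inhibition. Fusion expression is induced by 700 uM copper sulfate for 20 hr.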
# Rab9 promoter act: activators of Rab9 promoter; Huh7 Rab9 promoter-luciferase reporter, luminescence, 24 h; AID 485297; Potency, µM (doses to about 9.22 µM), without a hit: top-dose activation, negative = inhibition, actives largely listed as activators; 320,000 tested, 2.8% active; note: potency is the fitted concentration of half-maximal effect; % of control where 0% means no effect; nearly all actives have a fitted effect of over 60% in size
#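 Luminescence read-out: Huh7 cells stably expressing Rab9-luciferase, treated 24 h with compound at 37 °C, then lysed with luciferase reagent for 10 min at ambient before reading.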
# VP16 counter: counter-screen for ROR gamma inhibitors: Gal4-VP16 reporter; Drosophila S2 Gal4-VP16 UAS-luciferase, luminescence, 20 h; Potency, µM (highest dose often 53.6 µM), without a hit: at the highest dose activity, negative = inhibition, usual class: inhibitors; 310,000 tested, 3.5% active; AID 2546;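 note: Gal4-VP16 expression switched on by copper sulfate through the metallothionein promoter; potency is the fitted concentration of half-maximal effect; % is set by controls: 0 for no effect and ±100 for the full control effect; nearly all actives have a fitted effect of over 50% in size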
# NPC1 promoter act: activates the NPC1 promoter; Huh7 NPC1 promoter luciferase reporter, 24 h; Potency, µM (doses to about 9.22 µM), inactives show top-dose activation, hits mostly activators; 320,000 tested, 2.4% active; AID 485313;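 note: potency is the fitted concentration of half-maximal effect; % of control where 0% means no effect; nearly all actives have a fitted effect of over 60% in size; reporter is driven by a mutant NPC1 promoter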
#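 Luminescence read-out of NPC1 promoter-driven luciferase in stably transfected Huh7 cells; compounds delivered in DMSO and left 24 h at 37C, 5% CO2, qHTS titration format.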
# Tb PFK block: blocks T. brucei phosphofructokinase; AID 485367; 330,000 tested, 0.17% active; T. brucei PFK, ADP-Glo luminescence; Potency, µM (titrated, usually from 57.5 µM), for the others: top-dose activity, negative = inhibition, most hits filed as inhibitors;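 note: potency is the fitted concentration of half-maximal effect; 0% = uninhibited 1x PFK enzyme wells and -100% = no-enzyme wells; nearly all actives have a fitted effect of over 60% in size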
# Target sequence (O15648 whole entry, looked up): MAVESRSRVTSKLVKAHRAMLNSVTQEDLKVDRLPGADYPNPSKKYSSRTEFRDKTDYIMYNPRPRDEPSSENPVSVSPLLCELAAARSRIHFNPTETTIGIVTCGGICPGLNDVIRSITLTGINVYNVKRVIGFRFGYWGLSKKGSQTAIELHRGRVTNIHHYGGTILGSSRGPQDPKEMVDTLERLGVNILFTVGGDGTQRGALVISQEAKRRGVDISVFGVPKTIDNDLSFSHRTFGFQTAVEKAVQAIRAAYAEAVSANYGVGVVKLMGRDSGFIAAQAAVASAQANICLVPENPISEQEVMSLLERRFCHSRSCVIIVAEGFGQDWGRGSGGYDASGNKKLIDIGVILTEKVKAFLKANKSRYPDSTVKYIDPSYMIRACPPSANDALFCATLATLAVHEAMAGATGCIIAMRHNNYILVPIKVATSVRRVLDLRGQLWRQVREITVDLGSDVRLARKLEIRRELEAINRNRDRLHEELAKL
#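 Activity is normalized to no-enzyme wells (full inhibition) and 1.25 nM enzyme wells (no inhibition). Reaction: 0.5 mM F6P, 0.1 mM ATP, 45 min RT, ADP-Glo luminescence; concentration-response curves fitted and classed by quality.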
# Active calls of the source: *; ? = inconclusive; . = no result given; [ ] = dose if it differs, or a comment. Unless noted, calls come from the whole dose curve; as a rule, active = well fitted curve in the direction sought with a large enough effect; inconclusive = small, poorly fitted or top-dose-only effect, or another doubt; inactive = no such curve, though single readings can be large; an effect the other way counts as inactive or inconclusive.
SMILES	FLuc modulator	ELG1 genotoxic	p53 reactivator	ELG1 repair inh	TRPV1 ag	BRCA1 expr act	RORg inh	Rab9 promoter act	VP16 counter	NPC1 promoter act	Tb PFK block
Cc1cccc(C(=O)NNC(=O)c2ccccc2C)c1	?	6%	4%	?	1	42%	-7%	5%	4%	6%	-6%
CCOc1ccc(NC(=S)N/N=C(\C)Cc2ccc(OC)cc2)cc1	?	-2%	5%	12%	-4	-9%	12%[10 µM]	-3%	?	-2%	-6%
O=C(CSc1nnc(Cc2ccccc2)n1Cc1ccccc1)NCc1ccco1	0%	1%	2%	?	-3	2%	6%	-2%	-9%	-2%	-1%
CCC(C)[C@H](NC(=O)NCc1ccco1)C(=O)O (stereo not given in full)	4%	-4%	0%	10%	0	-5%	?	1%	3%	2%	2%
COc1ccc(C(CNC(=O)c2ccc(S(=O)(=O)N(C)C)cc2)N2CCCC2)cc1 (stereo not given)	-5%	1%	-2%	?	29	-19%	18%	-4%	1%	-4%	-1%
CCN(CC)CCOC(=O)/C=C/c1ccccc1OC	4%	2%	4%	1%	-1	-9%	-36%	-2%	10%	-1%	5%
CNC(=S)N(Cc1cc2cc(C)cc(C)c2[nH]c1=O)C1CCCC1	-1%	1%	-2%	0%	16	-6%	-7%	-1%	-6%	-3%	1%
O=C(CSc1nnc(COc2cccc3cccnc23)o1)N1CCN(C(=O)c2ccco2)CC1	-2%	-1%	8%	-12%	1	-26%	?	-2%	5%	1%	0%
O=C(c1ccc([N+](=O)[O-])cc1)N1CCSC1c1ccccc1Cl (stereo not given)	0%	-5%	0%	-9%	13	3%	18%	-2%	2%	-8%	-1%
CNC(=S)N(CCc1c(C)[nH]c2ccccc12)Cc1ccco1	1%	-3%	-4%	-3%	-2	-39%	-24%	-3%	-25%	1%	-6%
Cc1ccc(C(=O)N2CC(=O)Nc3ccc(F)cc3C2c2ccccc2)cc1[N+](=O)[O-] (stereo not given)	7%	-5%	-5%	?	15	-8%	?	-3%	-13%	0%	4%
CC1CCN(C(=O)Cn2c3ccc(F)cc3c3nc4n(c(=O)c32)CCCS4)CC1	-3%	0%	-17%	5%	8	-3%	-4%	3%	-2%	-2%	0%
CCN1CCN(c2nc3c(C)cccn3c(=O)c2/C=C(\C#N)C(=O)NC)CC1	-1%	-1%	0%	16%	-2	6%	-15%	-2%[1.84 µM]	2%	-5%	5%
CC(C(N)=O)N1C(=O)c2cccc3cccc1c23 (stereo not given)	-1%	-1%	-9%	6%	1	-31%	-27%	-6%	-16%	4%	-1%
COc1cc(OC)cc(C(=O)NC(C(=O)Nc2ccc3c(c2)CCC3)C(C)C)c1 (stereo not given)	10%	-3%	-14%	7.3µM*	8	-19%	.	-4%	.	0%	3%
Nc1cc(Oc2ccc(Cl)cc2Cl)nc(N)n1	-1%	5%	-8%	7%	0	61%	4%	17%	2%	-2%	-2%
CC1(C)Cc2c(cnn2-c2ccccc2)C(NC(=O)CCCN2CCCCC2=O)C1 (stereo not given)	2%	2%	-5%	-4%	0	-6%	1%	2%	1%	1%	-1%
COc1ccc(C(=O)N[C@H](C(=O)N2CCN(c3ccccc3F)CC2)C(C)C)cc1	-1%	0%	5%	-2%	3	0%	3%	-1%	9%	3%	-7%
CCN(CC)CCOc1ccccc1C(C)=O	2%	-6%	-1%	1%	0	14%	11%	-9%	-11%	-3%	1%
O=C(NCCCn1ccnc1)c1cc2cc([N+](=O)[O-])ccc2oc1=O	15%	-1%	7%	10%	-2	-16%	-8%	-4%	-9%	-1%	-1%
Cc1csc2nc(O)c(C(=O)NCC3CCCO3)c(=O)n12 (stereo not given)	10%	-3%	0%	0%	-1	0%	.	-3%	.	-5%	1%
O=c1c2c(O)cc(O)cc2oc2ccc(O)c(O[C@@H]3O[C@H](CO)[C@@H](O)[C@H](O)[C@H]3O[C@H]3O[C@H](CO)[C@@H](O)[C@H](O)[C@H]3O)c12	7%	-1%	-1%	-2%	4	-2%	.	-2%	.	-4%	0%
COc1ccccc1C(=O)NCCC(=O)NN1C(=O)NC2(CCCCC2)C1=O	1%	-4%	-1%	26%	0	-2%	.	0%	.	-5%	-8%
CCOC(=O)c1cnn2c(N)c(C#N)nnc12	-2%	-8%	-6%	2%	-5	15%	-8%	-1%	-8%	11%	-1%
CCOc1ccc(NC(=O)C2=NN(c3ccccc3)C(=O)CC2)cc1S(=O)(=O)N1CCCCC1	3%	1%	-12%	-28%	-6	-22%	.	1%	.	6%	3%
O=C(NCCCc1nc2ccccc2[nH]1)c1cccs1	0%	1%	7%	19%	1	0%	5%	-11%	6%	-1%	-1%
O=C(NCCCN1CCN(c2ccccc2F)CC1)C1CCN(S(=O)(=O)c2cccs2)CC1	0%	-11%	-10%	-23%	0	-50%	?	-15%	-24%	-12%	-3%
Cc1ccc(S(=O)(=O)N2CCN(C(=O)n3ccnc3)CC2)cc1	0%	1%	0%	?	0	-6%	.	12%	.	-5%	-3%
O=C(Cc1ccccc1)NCCS(=O)c1ccc(Cl)cc1 (stereo not given)	0%	1%	-5%	5%	1	-29%	22%	4%	7%	-1%	-4%
O=C(NC(=S)NNC(=O)c1ccccc1O)c1cccc([N+](=O)[O-])c1	-2%	-3%	2%	-18%	-1	-1%	-34%	2%[1.84 µM]	-1%	2%	5%
CCOC(=O)C1=C(C)NC(=O)NC1c1cc(Br)c(O)c(OC)c1 (stereo not given)	0%	6%	1%	18%	0	2%	31%[0.365 µM]	-5%	.	-1%	-5%
CCn1c(O)c(/C=N/N=C/c2ccccc2)c2ccc(C3=NNC(=O)CC3)cc21	-18%	-2%	-6%	26µM*	-1	-37%	22%	0%	-5%	-3%	-1%
O=C(NCCNC(=O)c1cc(OCC(F)(F)F)ccc1OCC(F)(F)F)Nc1ccc(Cl)cc1	?	-7%	9%	-5%	?	1%	?	2%	2%	13%	3%
O=C(NCc1ccc2c(c1)OCO2)c1nnc(Cc2ccc(F)cc2)o1	-2%	1%	-6%	4%	?	6%	6%	-4%	7%	1%	-1%
CC(=O)c1oc2ccccc2c1NC(=O)CCCN1C(=O)c2ccccc2C1=O	7%	7%	2%	-4%	0	0%	0%	0%	-11%	-1%	-8%
CCc1ccc(C(=O)NNC(=O)CCc2nc3ccccc3c(=O)[nH]2)cc1	-1%	3%	-2%	-1%	8	-34%	.	-2%	.	-2%	0%
CCCCCn1c(SCC#N)nc2cc(C(=O)NCC3CCCO3)ccc2c1=O (stereo not given)	6%	-4%	-9%	?	1	-67%	-8%	-9%	-1%	-1%	3%
COc1cccc(OCc2cc(C(=O)N3CCN(c4ccccc4OC)CC3)no2)c1	15µM*	17%	?	?	30	?	-4%	?	?	?	1%
Cc1ccc(SCC(=O)OCC(=O)N(CCC#N)c2ccccc2)cc1	0%	0%	1%	0%	-1	2%	.	-2%	.	0%	5%
COc1ccc2nccnc2c1[N+](=O)[O-]	0%	0%	-3%	-4%	-1	-8%	16%	-5%	-12%	-2%	-2%
O=C(NCc1ccco1)/C(=C/c1ccc(Br)cc1)NC(=O)c1ccco1	5%	12%	4%	?	5	-11%	-17%	-3%	5%	-2%	0%
COC(=O)C1OC(OC2CC[C@]3(C)C(CC[C@@]4(C)[C@@H]3CC=C3[C@@H]5CC(C)(C)CC[C@]5(C(=O)OC5OC(CO)C(O)C(O)C5O)CC[C@]34C)C2(C)C)C(O)C(O)C1O[C@H]1OCC(O)C(O)C1O (stereo not given in full)	.	0%	5%	?	.	7%	.	.	.	.	4%
CCCNC(=O)C1CCCN(S(=O)(=O)c2ccc3c(c2)CC(C)N3C(=O)C2CC2)C1 (stereo not given)	-1%	2%	.	?	-3	0%	-22%	-2%	-3%	0%	2%
O=C1CNC(=O)N1Cc1ccc(Br)cc1	2%[2.3 µM]	3%	-6%	-4%	0	-28%	-1%	-4%	-4%	5%	-6%

# 2 of the compounds above, with two lines to a compound.
# Values run as follows: FLuc modulator | ELG1 genotoxic | p53 reactivator | ELG1 repair inh | TRPV1 ag | BRCA1 expr act | RORg inh | Rab9 promoter act | VP16 counter | NPC1 promoter act | Tb PFK block
- O=C(NCc1ccco1)/C(=C/c1ccc(Br)cc1)NC(=O)c1ccco1
    5% | 12% | 4% | ? | 5 | -11% | -17% | -3% | 5% | -2% | 0%
- COC(=O)C1OC(OC2CC[C@]3(C)C(CC[C@@]4(C)[C@@H]3CC=C3[C@@H]5CC(C)(C)CC[C@]5(C(=O)OC5OC(CO)C(O)C(O)C5O)CC[C@]34C)C2(C)C)C(O)C(O)C1O[C@H]1OCC(O)C(O)C1O (stereo not given in full)
    . | 0% | 5% | ? | . | 7% | . | . | . | . | 4%
